Assay outcomes as filed in PubChem.
PHOSPHO1 inh: blocks human PHOSPHO1 phosphatase activity; recombinant PHOSPHO1, absorbance phosphatase assay; inhibition, % at 13.3 µM; 1.1% of 290,000 active; AID 1565; in the data active means inhibition above about 60%
M18AAP inhibitor: PfM18AAP enzyme inhibition. recombinant PfM18AAP, H-Glu-NHMec fluorogenic cleavage. inhibition, % at 7.35 µM. 1.2% of 290,000 active. AID 1822;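 active means inhibition above the campaign mean inhibition over all tested compounds plus 3 SD, cut at about 28% in these data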;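 further: 0% = plate median of test compound wells and 100% = 2 mM ZnCl2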
VIM-2 inhibitor: blocks Pseudomonas aeruginosa VIM-2 metallo-beta-lactamase. inhibition, % at 5.6 µM. AID 1527. purified VIM-2, nitrocefin hydrolysis, epi-absorbance fluorescence. 0.89% of 290,000 active;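 active means inhibition above the mean of all tested compounds plus 3 SD, cutoff set per screening run, cut at about 7.5% in these data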;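 further: red hydrolysis product quenches plate fluorescence so inhibitors raise well fluorescence; 0% = enzyme with DMSO and 100% = DMSO without enzyme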
IMP-1 inhibitor: inhibitors of Pseudomonas aeruginosa IMP-1 metallo-beta-lactamase | inhibition, % at 5.6 µM | AID 1556 | 0.45% of 290,000 active | purified IMP-1, nitrocefin hydrolysis, epi-absorbance fluorescence;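 active means inhibition above the mean plus 3 SD of all compounds in the same screening run, cut at about 4.5% in these data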;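 further: 0% = IMP-1 with DMSO and 100% = DMSO wells lacking enzyme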
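Assay system: purified recombinant IMP-1 beta-lactamase. Input: IMP-1 0.2 nM before substrate addition. Buffer or medium: Zinc- and detergent-supplemented HEPES buffer, pH 7.1. Schedule: 25 °C, 15 min preincubation, 25 min reaction. Signal: Epi-absorbance fluorescence, 480 nm excitation, 530 nm emission. Evaluation: percent inhibition from optical density relative to buffer-blank wells.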
NALP1 yeast inh: inhibitors of NALP1 inflammasome in yeast. S. cerevisiae NALP1/ASC/caspase-1 growth, X-gal OD620, 72 h. inhibition, % at 10 µM. 0.61% of 280,000 active; in the data active means inhibition mostly above about 24%, no sharp cut-off; inactive means mostly below about 32%; further: some compounds called inactive have numbers as strong as hits
GPR7 antag: antagonists of human GPR7 (neuropeptides B/W receptor 1); 1.1% of 290,000 active; GPR7-expressing cells, fluorescence antagonist assay; AID 1861; inhibition, % at 4.4 µM; P48145; in the data active means inhibition above about 16%, passing the limit was not always enough;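 further: cells stimulated with the agonist NPW; 0% = agonist with vehicle and 100% = vehicle without agonist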
IDE inh: inhibitors of human insulin-degrading enzyme in cells. 0.41% of 320,000 active. inhibition, % at 5.59 µM. HEK cells, FAbetaB cleavage, fluorescence polarization;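 active means percent inhibition above the average of all tested compounds plus 3 SD, set per screening campaign, cut at about 16% in these data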;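 further: IDE supplied by intact live HEK cells; FP after avidin binding of uncleaved biotin substrate so inhibition keeps polarization high; 0% = DMSO wells and 100% = 60 µM reference IDE inhibitor Ii1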
Target sequence (P14735 whole entry, looked up): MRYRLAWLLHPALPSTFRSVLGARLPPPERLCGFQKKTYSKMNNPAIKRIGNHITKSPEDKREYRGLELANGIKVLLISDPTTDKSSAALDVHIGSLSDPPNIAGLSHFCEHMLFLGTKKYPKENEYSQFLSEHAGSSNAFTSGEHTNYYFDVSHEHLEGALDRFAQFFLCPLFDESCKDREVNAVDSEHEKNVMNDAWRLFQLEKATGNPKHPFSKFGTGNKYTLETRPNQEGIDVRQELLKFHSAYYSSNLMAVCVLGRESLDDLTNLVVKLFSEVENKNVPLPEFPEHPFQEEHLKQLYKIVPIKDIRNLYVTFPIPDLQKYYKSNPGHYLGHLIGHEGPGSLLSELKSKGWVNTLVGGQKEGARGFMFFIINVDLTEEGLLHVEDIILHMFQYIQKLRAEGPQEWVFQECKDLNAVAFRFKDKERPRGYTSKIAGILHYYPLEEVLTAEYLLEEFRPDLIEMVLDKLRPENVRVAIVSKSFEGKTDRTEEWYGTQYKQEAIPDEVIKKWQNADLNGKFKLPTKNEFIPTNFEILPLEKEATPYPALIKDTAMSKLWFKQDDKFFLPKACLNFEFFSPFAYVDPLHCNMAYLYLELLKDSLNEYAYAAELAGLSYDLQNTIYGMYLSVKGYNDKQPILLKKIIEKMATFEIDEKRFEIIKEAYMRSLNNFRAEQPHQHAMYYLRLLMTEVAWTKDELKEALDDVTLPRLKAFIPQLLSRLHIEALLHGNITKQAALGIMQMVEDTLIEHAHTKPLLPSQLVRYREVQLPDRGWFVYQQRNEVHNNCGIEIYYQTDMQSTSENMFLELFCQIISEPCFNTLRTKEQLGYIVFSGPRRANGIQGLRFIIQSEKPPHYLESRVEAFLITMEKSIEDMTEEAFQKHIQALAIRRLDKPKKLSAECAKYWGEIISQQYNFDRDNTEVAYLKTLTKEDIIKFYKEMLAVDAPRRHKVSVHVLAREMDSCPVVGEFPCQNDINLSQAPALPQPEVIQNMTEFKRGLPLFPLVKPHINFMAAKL
p-CIP stab down: compounds decreasing mouse p/CIP protein stability; decrease of EGFP signal, % at 10 µM; F442A p/CIP-EGFP cells, EGFP fluorescence, 16 h; 0.01% of 290,000 active; AID 1984; Q05BA5;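 active means EGFP signal decrease of at least 30% at 10 µM or well 3 SD below plate mean, unless failing retest; inactive means the rest, including hits failing retest or dose response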; further: some compounds called inactive have numbers as strong as hits; many of its hits are not listed in these tables
IDE act: activators of human insulin-degrading enzyme in cells | HEK cells, FAbeta-B cleavage, fluorescence polarization; 0% vehicle, 100% cell-free pure enzyme wells | activation, % at 5.96 µM | 0.073% of 340,000 active | AID 493087;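 active means activation above the mean of all tested compounds plus 3 SD, set per screening campaign, cut at about 17% in these data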
Numbers without * were called inactive; . = no result given.

SMILES	PHOSPHO1 inh	M18AAP inhibitor	VIM-2 inhibitor	IMP-1 inhibitor	NALP1 yeast inh	GPR7 antag	IDE inh	p-CIP stab down	IDE act
Cc1ccc(S(=O)(=O)O/N=C2/CCCc3occc32)cc1	24	4	-1.3	-2.4	2	1	3	0	1
CN(C)S(=O)(=O)c1cccc(C(=O)Nc2ccc(S(=O)(=O)N3CCCC3)cc2)c1	17	3	-2.4	-1.8	5	-3	-4	-14	6
CCOc1ccc(NC(=O)/C(C#N)=C/c2cn(CC(=O)O)c3ccccc23)cc1	19	1	-1.8	-1.8	9	-13	.	-8	0
Nn1c(Nc2ccccc2)nc2sc3c(c2c1=O)CCC3	15	2	-1.9	-1.6	0	-4	.	0	-3
CCn1ncc(Br)c1C(=O)Nc1cc(C(=O)OC)ccc1C(=O)OC	-1	-11	-0.5	-1.4	-6	-10	7	4	7
O=C(CSc1ccc(Cl)cc1)NC(=O)NCc1ccco1	16	-13	-1.3	-1.5	9	0	-4	-10	-6
O=C(CSc1ccccn1)Nc1ccc2c(c1)OCCO2	32	2	-2.5	-2.6	.	-13	6	-2	2
O=C(O)/C=C/c1cnc[nH]1	-9	-8	-1.4	-3.5	30	-21	-2	-5	-4
COc1ccc(-c2nc(C#N)c(N3CCN(C(=O)c4ccco4)CC3)o2)cc1OC	31	-9	0.0	7.7*	-8	-2	0	-11	1
O=S(=O)(CCSc1ccc(C(F)(F)F)cn1)c1ccccc1	38	3	-0.8	-0.2	-5	-1	1	-14	4
CN1CCN(c2ccc(S(=O)(=O)N3CCCCC3)cc2NC(=O)Cc2ccc(Cl)cc2)CC1	2	-1	-0.9	-1.6	25	25*	-2	-3	5
Cc1ccsc1/C=N/NC(=O)c1nnn(-c2nonc2N)c1-c1ccc2c(c1)OCO2	49	5	-1.8	-0.5	22	-11	3	-4	-2
Cc1cccnc1Nc1nc(-c2ccc(O)cc2O)cs1	59	32*	-2.4	-5.3	-33	-8	3	-1	-1
Cc1ccc(C(=O)c2sc3nsc(C)c3c2N)cc1	98*	25	0.0	-0.7	44	6	1	3	1
Cc1cc(=O)oc2cc(OCC(=O)NC3CCCCC3)ccc12	42	-3	-1.3	-1.6	8	-11	4	3	-1
COc1ccc(OC)c(-n2c(SCC(N)=O)nnc2-c2c[nH]c3ccccc23)c1	-5	2	-2.1	-3.2	-14	4	4	-8	6
CSc1nc(O)c(/C=C2\C=Nc3ccccc32)[nH]1	-29	2	-1.6	-1.1	23	3	3	-17	-1
Brc1ccc(/C=N/Nc2ncnc3c2cnn3Cc2ccccc2)cc1	46	-15	-0.6	-0.1	30*	2	-4	-24	1
CN(C)CCSc1nnc(-c2ccccc2)o1	6	-9	-0.3	-2.0	.	-7	10	-16	2
Cc1cccc(N(C(=O)c2ccco2)C(C(=O)NC2CCCC2)c2ccco2)c1C (centres undefined)	27	10	-2.4	-0.2	5	-15	.	-10	8
O=[N+]([O-])c1ccc2nc(-[n+]3c(-c4ccccc4)cc(-c4ccccc4)cc3-c3ccccc3)[nH]c2c1	2	-3	-4.5	-3.8	5	-1	7	0	7
Cc1onc(-c2c(Cl)cccc2Cl)c1C(=O)ONC(=O)c1cc(C(F)(F)F)cc(C(F)(F)F)c1	47	5	1.4	-0.3	15	-7	-3	8	5
COCc1cc(CN2CCN(CCc3ccccc3)C(CCO)C2)ccc1OC (centres undefined)	.	-6	-2.6	-4.5	-18	-4	6	-2	3
O=C(O)CC(CC(=O)Nc1ccccc1C(=O)O)c1ccccc1 (centres undefined)	27	-7	-0.2	-0.2	.	-9	3	7	11
C[C@H](NC(=O)c1ccco1)C(=O)Nc1ccc(C#N)cc1	14	-4	-4.2	-1.7	14	7	-3	0	4
Cc1ccc(NC(=O)NCc2ccccn2)cc1	45	5	-2.2	-2.6	2	-19	-1	-11	2
CCOCCCNC(=O)C(c1ccc(OC)cc1)N(Cc1cccs1)C(=O)c1ccccn1 (centres undefined)	24	4	-5.0	-3.1	0	-15	2	2	1
CCCCCCCCc1nc(=S)[nH][nH]1	-45	-5	-2.4	-3.1	-10	3	7	11	-21
CCNc1ccc(Br)cc(C(=O)/C=C/c2c(Cl)cccc2Cl)c1=O	-18	18	8.3*	6.0*	59	-1	3	-8	-5
O=C(O)C1CCCCC1C(=O)NCCCN1CCOCC1 (centres undefined)	35	-9	-0.3	-2.7	9	10	-2	-73	5
COC(=O)CNc1nc(-c2ccccc2F)nc2ccccc12	24	0	-0.4	-2.4	19	-2	3	4	0
O=S(=O)(c1ccc2c(c1)OCCO2)N1CCN(Cc2ccc3c(c2)OCO3)CC1	10	-8	-1.6	-2.6	4	19	1	4	9
COc1ccc(CC(=O)Nc2ccc(-c3noc(-c4ccccc4OC)n3)cc2)cc1	5	-13	-5.5	-4.7	-7	-10	6	-10	10
CCC(CC)C(=O)Nc1cccc(SC)c1	29	-1	-4.1	3.2	-30	-7	4	-4	.
CCOC(=O)C1NN=C(C(=O)c2ccccc2)C1c1ccc(OC)cc1 (centres undefined)	-1	-5	-2.3	-0.8	-4	-3	8	-7	.
O=C(O)c1ccc2cccc(O)c2n1	38	6	2.2	-0.3	-10	-17	1	-2	.
Cn1c(NC(=O)c2ccco2)c(-c2ccccc2)c(=O)c2ccccc21	3	25	2.5	1.0	-4	-4	3	4	-1
CCO/N=C(\C)c1c(O)c(CC)c(-c2ccccc2)n(-c2ccccc2)c1=O	-4	-1	-2.4	-4.0	4	-10	2	-9	-1
CCOC(=O)c1c(-c2ccccc2)csc1NC(=O)c1nn(CC)cc1Br	-28	2	-3.4	-0.8	9	-11	0	-18	2
COC(=O)c1ccc(NC(=S)NC(=O)c2c(Cl)cnn2C)cc1	8	-6	-1.7	-1.8	12	-8	1	-28	3
CCOCCCNC(=O)C(c1ccccc1)N(Cc1cccs1)C(=O)c1ccccc1O (centres undefined)	-28	-1	-1.8	-0.7	3	-10	1	6	4
COc1cnc(-c2ccccn2)nc1Oc1cccc(C(F)(F)F)c1	44	4	45*	-5.0	7	-11	4	13	2
Cc1ccccc1-n1ncc(C(C)NS(=O)(=O)c2ccccc2Cl)c1C (centres undefined)	22	4	-4.0	-2.0	2	0	.	3	-9
CC(C)(C)C(=O)Nc1cccc(C(=O)c2cccc(NC(=O)C(C)(C)C)c2)c1	-21	2	-0.1	-1.7	8	-3	2	3	-4
Cc1cc(C)cc(N2C(=O)CC(N3CCOCC3)C2=O)c1 (centres undefined)	-42	1	-3.1	-0.7	7	3	-1	-22	3
CCOC(=O)N1CCC(NC(=O)c2ccc(N3CCC4(CC3)OCCO4)c([N+](=O)[O-])c2)CC1	-25	12	-5.4	-2.3	2	-1	-4	0	0
CC(=O)Nc1ccc(S(=O)(=O)NNC(=O)c2cccc3ccccc23)cc1	-4	-5	-0.8	-2.1	-1	-9	6	9	3
COc1ccc(CCN2C(=S)N(C)C(=O)C2CC(=O)Nc2ccc(OC)cc2)cc1 (centres undefined)	41	-8	-0.7	-2.8	-1	5	2	-12	0
CC(Sc1ccsc1[N+](=O)[O-])C(=O)NCc1ccco1 (centres undefined)	-12	13	1.4	0.3	4	1	-1	5	4
COc1ccc(C(=O)N/C(=C/c2cccnc2)C(=O)N2CCOCC2)cc1OC	51	2	-2.4	-3.2	.	-9	5	-6	7

The results go on:
SMILES	PHOSPHO1 inh	M18AAP inhibitor	VIM-2 inhibitor	IMP-1 inhibitor	NALP1 yeast inh	GPR7 antag	IDE inh	p-CIP stab down	IDE act
COc1ccc(COCC(O)CN(Cc2ccco2)Cc2ccccc2O)cc1 (centres undefined)	-10	9	-2.4	-2.1	22	-15	6	1	-2
C=CCn1nnnc1SCC(=O)Nc1cccc(C(F)(F)F)c1	27	-3	-0.2	-1.1	3	-14	-1	-2	0
CCOC(=O)Cc1csc(NC(=O)CSc2nnc(-c3ccncc3)o2)n1	54	21	-0.9	-2.9	-2	-2	0	-6	.
CCOC(=O)c1sc(NC(=O)c2ccco2)nc1C	1	.	.	.	4	.	-7	-1	-1
Cc1cc2c(OCC(O)CN3CCCCC3)cccc2[nH]1 (centres undefined)	-8	4	-1.0	-2.5	23	-21	1	9	-1
O=C(NCCN1CCOCC1)c1ccc(N2CCCC2)c([N+](=O)[O-])c1	32	4	-2.8	-1.5	10	-12	7	6	6
CC(=O)N1N=C(c2ccccc2)CC1c1cccc([N+](=O)[O-])c1 (centres undefined)	34	-7	-0.2	-1.2	-7	-3	-2	-7	-2
Cc1nn(CC(=O)NCc2cccs2)c(=O)c2nn(-c3ccccc3)c(C)c12	15	-5	0.7	-1.9	24	6	3	10	0
COc1ccc(-c2c(C)nn3c(C)cc(C)nc23)cc1	13	6	4.4	-1.3	12	-28	1	-11	4
Cc1cc(C)n(-c2ccc(NC(=O)C3CCCCN3Cc3cccc4c3OCO4)cc2)n1 (centres undefined)	.	3	-0.7	-0.8	-2	-2	.	-4	5
O=C(Oc1ccc2cccc(OC(=O)N3CCOCC3)c2c1)N1CCOCC1	7	6	0.6	-3.0	-2	0	-1	-18	-3

Among those listed so far, these contain an aryl methoxy group:
SMILES	PHOSPHO1 inh	M18AAP inhibitor	VIM-2 inhibitor	IMP-1 inhibitor	NALP1 yeast inh	GPR7 antag	IDE inh	p-CIP stab down	IDE act
COc1ccc(-c2nc(C#N)c(N3CCN(C(=O)c4ccco4)CC3)o2)cc1OC	31	-9	0.0	7.7*	-8	-2	0	-11	1
COc1ccc(OC)c(-n2c(SCC(N)=O)nnc2-c2c[nH]c3ccccc23)c1	-5	2	-2.1	-3.2	-14	4	4	-8	6
COCc1cc(CN2CCN(CCc3ccccc3)C(CCO)C2)ccc1OC (centres undefined)	.	-6	-2.6	-4.5	-18	-4	6	-2	3
CCOCCCNC(=O)C(c1ccc(OC)cc1)N(Cc1cccs1)C(=O)c1ccccn1 (centres undefined)	24	4	-5.0	-3.1	0	-15	2	2	1
COc1ccc(CC(=O)Nc2ccc(-c3noc(-c4ccccc4OC)n3)cc2)cc1	5	-13	-5.5	-4.7	-7	-10	6	-10	10
CCOC(=O)C1NN=C(C(=O)c2ccccc2)C1c1ccc(OC)cc1 (centres undefined)	-1	-5	-2.3	-0.8	-4	-3	8	-7	.
COc1cnc(-c2ccccn2)nc1Oc1cccc(C(F)(F)F)c1	44	4	45*	-5.0	7	-11	4	13	2
COc1ccc(CCN2C(=S)N(C)C(=O)C2CC(=O)Nc2ccc(OC)cc2)cc1 (centres undefined)	41	-8	-0.7	-2.8	-1	5	2	-12	0
COc1ccc(C(=O)N/C(=C/c2cccnc2)C(=O)N2CCOCC2)cc1OC	51	2	-2.4	-3.2	.	-9	5	-6	7
COc1ccc(COCC(O)CN(Cc2ccco2)Cc2ccccc2O)cc1 (centres undefined)	-10	9	-2.4	-2.1	22	-15	6	1	-2
COc1ccc(-c2c(C)nn3c(C)cc(C)nc23)cc1	13	6	4.4	-1.3	12	-28	1	-11	4
